From PubChem
ARNT TACC3 PPI – ARNT/TACC3 interaction disruption; AlphaScreen His-ARNT PAS-B/GST-TACC3 binding, luminescence; TACC3 fragment carries E629A point mutation; inhibition, % at 9.99 µM; 390,000 compounds, 0.66% hits; AID 623870;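 active = mean inhibition of replicates at least 50% and at least half of replicates each reaching 50%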;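 note: 0% = complete ARNT plus TACC3 wells and 100% = ARNT alone without TACC3; many hits fall short of the cut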
esBAF inh – blocks esBAF chromatin remodeling in mouse ES cells | Bmi1-luciferase knock-in reporter, 24 h; 100% = twice the neutral-well signal | reporter increase, % at 12.5 µM | 350,000 compounds, 2% hits | AID 602393; in the data active = activation above about 40%;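 note: 0% = median of the plate's neutral control wells and 100% = double that signal; a rise in the Bmi1 reporter signal indicates esBAF inhibition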
E-selectin induc – induces E-selectin expression in human endothelial cells. P16581. HUVEC E-selectin immunofluorescence imaging; normalized: neutral wells 0, TNF-alpha wells 100. activation, % at 7.58 µM. 260,000 compounds, 0.37% hits. AID 686992;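 active = mean E-selectin-positive cell signal at least 10% of the positive control, reached in at least 60% of replicates, without over 20% cell loss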;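 note: in these data hits start at about 27%; measured in HUVEC primary endothelial cells; signal is the percent of cells scored E-selectin positive by PE staining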
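Assay system: HUVEC primary endothelial cells. Input: 3,000 HUVEC seeded per well. Doses: one compound dose added by pin transfer. Read-out basis: % PE-positive cells. Benchmarks: TNF-alpha high, DMSO low. Detection: immunofluorescence imaging. Buffer or medium: EGM-2, gelatin.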
RAD54 branch – inhibitors of human RAD54 branch migration | Q92698 | AID 602329 | 360,000 compounds, 0.14% hits | inhibition, % at 10.4 µM | RAD54 Holliday junction branch migration, FAM/BHQ fluorescence;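 active = mean normalized replicate activity at least 40 and at least half of replicates scoring 40 or more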;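 note: 0% = median of neutral control wells and 100% = median of positive control wells; inhibitors cause a drop in the FAM fluorescence signal; in these data hits start at about 50%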
Target sequence (Q92698 whole entry, looked up): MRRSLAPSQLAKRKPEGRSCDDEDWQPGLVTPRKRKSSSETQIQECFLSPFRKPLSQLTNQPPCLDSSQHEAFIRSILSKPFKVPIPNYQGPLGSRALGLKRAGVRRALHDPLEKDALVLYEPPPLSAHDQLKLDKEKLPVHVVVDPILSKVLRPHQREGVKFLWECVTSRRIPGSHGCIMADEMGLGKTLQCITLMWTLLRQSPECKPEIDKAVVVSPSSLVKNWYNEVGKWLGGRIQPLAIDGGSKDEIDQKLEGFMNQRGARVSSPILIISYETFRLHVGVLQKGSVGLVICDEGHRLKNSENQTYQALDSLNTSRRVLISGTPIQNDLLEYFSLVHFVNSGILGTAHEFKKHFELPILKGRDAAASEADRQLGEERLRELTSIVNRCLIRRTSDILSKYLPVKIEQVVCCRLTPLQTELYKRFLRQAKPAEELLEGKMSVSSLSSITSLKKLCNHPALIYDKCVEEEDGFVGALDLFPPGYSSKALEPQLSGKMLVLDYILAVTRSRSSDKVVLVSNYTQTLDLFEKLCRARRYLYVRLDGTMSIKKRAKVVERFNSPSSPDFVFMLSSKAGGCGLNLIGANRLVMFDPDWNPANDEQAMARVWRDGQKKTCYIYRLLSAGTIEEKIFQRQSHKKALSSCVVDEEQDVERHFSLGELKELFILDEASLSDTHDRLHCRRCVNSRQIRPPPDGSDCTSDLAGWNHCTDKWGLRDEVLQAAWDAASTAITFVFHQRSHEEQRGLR
Casp6 inh – caspase-6 (human) enzyme inhibition | purified caspase-6, Z-VEID-R110 cleavage fluorescence | 350,000 compounds, 0.53% hits | inhibition, % at 12.5 µM | P55212;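 active = mean inhibition across replicates at least about 35%, with every replicate also reaching that limit, limit read from the data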;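 note: 0% = median of neutral control wells and 100% = no fluorescence left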
PglD DTNB – PglD (C. jejuni) enzyme inhibition | purified PglD enzyme, DTNB colorimetric CoA detection | inhibition, % at 12.5 µM | 360,000 compounds, 0.098% hits | AID 602405; in the data active = inhibition above about 16%, passing the limit was not always enough; note: strong numbers were not always called active
RAD52 anneal inh – RAD52 (human) annealing inhibition | inhibition, % at 18.7 µM | recombinant RAD52 DNA annealing, FRET fluorescence | P43351 | 360,000 compounds, 0.46% hits;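 active = every replicate showing at least 50% inhibition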
ERp5 block – blocks human ERp5 reductase activity on insulin. ERp5 insulin aggregation, absorbance 650 nm, 90 min. inhibition, % at 9.99 µM. 350,000 compounds, 0.05% hits;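 active = mean replicate inhibition above about 25%, with every replicate also reaching it, limit read from the data, passing the limit was not always enough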
Active calls of the source: *; / = no result given.

Letter code – A = ARNT TACC3 PPI; B = esBAF inh; C = E-selectin induc; D = RAD54 branch; E = Casp6 inh; F = PglD DTNB; G = RAD52 anneal inh; H = ERp5 block
[1] C[C@@H]1CN([C@H](C)CO)C(=O)c2cc(C#CCN(C)C)cnc2O[C@@H]1CN(C)C(=O)NC1CCCC1
  A: -2 | B: -6 | C: -2.2 | D: 2 | E: 1 | F: 0 | G: -16 | H: 0

[2] CCN(CC)S(=O)(=O)c1cccc(N=Nc2sc(N)nc2C)c1
  A: -1 | B: 6 | C: 0.3 | D: 11 | E: -2 | F: 4 | G: -16 | H: -3

[3] COc1cccc(NC(=O)c2ccc3c(c2)C(=O)N(CC2CCCO2)C3=O)c1 (centres undefined)
  A: -28 | B: -1 | C: / | D: -1 | E: 1 | F: 2 | G: -7 | H: -4

[4] C[C@@H]1CN([C@H](C)CO)S(=O)(=O)c2ccc(-c3cccnc3)cc2O[C@H]1CN(C)C(=O)NC1CCCC1
  A: -6 | B: -7 | C: -1.6 | D: -1 | E: -2 | F: 0 | G: 5 | H: -1

[5] CC(NC(=O)Nc1cccc([N+](=O)[O-])c1)c1ccc2c(c1)OCO2 (centres undefined)
  A: / | B: -8 | C: -1.5 | D: -7 | E: 2 | F: 4 | G: -9 | H: 0

[6] C[C@@H]1CN([C@@H](C)CO)C(=O)Cc2cc(NC(=O)Nc3ccc(C(F)(F)F)cc3)ccc2O[C@H]1CN(C)Cc1ccccc1
  A: 25 | B: 1 | C: 0.2 | D: 6 | E: 4 | F: 0 | G: 31 | H: 1

[7] CSc1ccc(S(=O)(=O)NCc2ccccc2C)cc1
  A: -3 | B: / | C: 8.5 | D: / | E: 3 | F: / | G: 21 | H: 4

[8] CC(=NNC(=S)N1CC2CCC(CC2)C1)c1cnccn1
  A: 51* | B: / | C: -0.6 | D: / | E: -3 | F: / | G: -8 | H: 4

[9] CC1CCN(Cc2nc(-c3ccccc3)no2)CC1
  A: -2 | B: 55* | C: / | D: 6 | E: / | F: -1 | G: / | H: /

[10] COc1cc(/C=C/c2cc(C(=O)O)c3ccccc3n2)cc(OC)c1O
  A: 4 | B: / | C: -0.5 | D: / | E: 0 | F: / | G: -18 | H: 2

[11] C[C@@H]1CCCCO[C@@H](CN(C)C(=O)C2CCCCC2)[C@H](C)CN([C@H](C)CO)C(=O)c2cc(NS(=O)(=O)c3cccs3)ccc2O1
  A: / | B: 11 | C: -0.2 | D: -3 | E: 3 | F: 0 | G: 15 | H: -3

[12] CCOC(=O)c1ccccc1NC(=O)Cn1cnc2c(cnn2C(C)(C)C)c1=O
  A: -4 | B: -4 | C: / | D: -6 | E: / | F: 2 | G: / | H: /

[13] O=C(Nc1cccc(C(F)(F)F)c1)OCc1ccncc1
  A: -4 | B: -2 | C: / | D: -2 | E: 1 | F: 6 | G: -13 | H: 2

[14] CC(Oc1ccccc1)C(=O)Nc1cccc(NC(=O)c2ccco2)c1 (centres undefined)
  A: -4 | B: -7 | C: 0.1 | D: / | E: 39* | F: 1 | G: 0 | H: -4

[15] Cc1ccccc1N(C)C(=O)C1CCCN(c2ncnc3c2nc2n3CCCCC2)C1 (centres undefined)
  A: -1 | B: 3 | C: / | D: -3 | E: 1 | F: -5 | G: -11 | H: 1

[16] C/C(CC(=O)Nc1ccc(N(C)C)cc1)=N\NC(=O)c1ccc(F)cc1
  A: 30 | B: 3 | C: 0.5 | D: -4 | E: -4 | F: -1 | G: 11 | H: -17

[17] COc1ccc(CNC(=O)[C@@H]2CCCN2C(=O)[C@@H]2Cc3ccccc3CN2C(=O)OC(C)(C)C)cc1
  A: -6 | B: / | C: / | D: / | E: 1 | F: / | G: 0 | H: 0

[18] CC1(C)Cc2c(cnn2-c2ccc(F)cc2)C(NC(=O)CCN2CCCCO2)C1 (centres undefined)
  A: 2 | B: 5 | C: -0.1 | D: -1 | E: -2 | F: 2 | G: -4 | H: 0

[19] Cc1noc(C)c1NC(=O)NCC[C@@H]1CC[C@@H](NC(=O)Cc2cccnc2)[C@@H](CO)O1
  A: / | B: 5 | C: -0.8 | D: -7 | E: / | F: 2 | G: / | H: 3

[20] Cc1ccc(CNC(=O)CCC(=O)N2CC(C)Sc3ccccc32)cc1 (centres undefined)
  A: -3 | B: -8 | C: 0.2 | D: 6 | E: 0 | F: -2 | G: 0 | H: -2

Compound profiles, as listed above.
`Cc1ccccc1N(C)C(=O)C1CCCN(c2ncnc3c2nc2n3CCCCC2)C1` (centres undefined) reads ARNT TACC3 PPI: -1; esBAF inh: 3; E-selectin induc: /; RAD54 branch: -3; Casp6 inh: 1; PglD DTNB: -5; RAD52 anneal inh: -11; ERp5 block: 1
`C/C(CC(=O)Nc1ccc(N(C)C)cc1)=N\NC(=O)c1ccc(F)cc1` reads ARNT TACC3 PPI: 30; esBAF inh: 3; E-selectin induc: 0.5; RAD54 branch: -4; Casp6 inh: -4; PglD DTNB: -1; RAD52 anneal inh: 11; ERp5 block: -17
`O=C(Nc1cccc(C(F)(F)F)c1)OCc1ccncc1` reads ARNT TACC3 PPI: -4; esBAF inh: -2; E-selectin induc: /; RAD54 branch: -2; Casp6 inh: 1; PglD DTNB: 6; RAD52 anneal inh: -13; ERp5 block: 2

Looked up one by one from the entries so far, three records:
Letter code – A = ARNT TACC3 PPI; B = esBAF inh; C = E-selectin induc; D = RAD54 branch; E = Casp6 inh; F = PglD DTNB; G = RAD52 anneal inh; H = ERp5 block
[16] C/C(CC(=O)Nc1ccc(N(C)C)cc1)=N\NC(=O)c1ccc(F)cc1
  A: 30 | B: 3 | C: 0.5 | D: -4 | E: -4 | F: -1 | G: 11 | H: -17

[15] Cc1ccccc1N(C)C(=O)C1CCCN(c2ncnc3c2nc2n3CCCCC2)C1 (centres undefined)
  A: -1 | B: 3 | C: / | D: -3 | E: 1 | F: -5 | G: -11 | H: 1

[13] O=C(Nc1cccc(C(F)(F)F)c1)OCc1ccncc1
  A: -4 | B: -2 | C: / | D: -2 | E: 1 | F: 6 | G: -13 | H: 2

New compounds follow:
Letter code – A = ARNT TACC3 PPI; B = esBAF inh; C = E-selectin induc; D = RAD54 branch; E = Casp6 inh; F = PglD DTNB; G = RAD52 anneal inh; H = ERp5 block
[21] O=C(C[C@@H]1C[C@H]2c3cc(NC(=O)c4ccc5c(c4)OCO5)ccc3O[C@H]2[C@@H](CO)O1)NCc1cccnc1
  A: 8 | B: -2 | C: -0.1 | D: -6 | E: 0 | F: 3 | G: 2 | H: -1

[22] COc1ccc(NC(=O)CSc2nc(N)c(-c3ccccc3)c(=O)[nH]2)cc1
  A: -2 | B: -3 | C: / | D: / | E: 6 | F: / | G: 3 | H: -6

[23] CC(N)C12CC3CC(C1)CC(C(C)N)(C3)C2 (centres undefined)
  A: -1 | B: -4 | C: / | D: -5 | E: / | F: -1 | G: / | H: /

[24] COc1ccc(-c2nc3ccc(Cl)cn3c2NC2CCCCC2)cc1SC1CCCCC1
  A: 1 | B: -11 | C: 0.2 | D: -9 | E: -1 | F: 2 | G: -15 | H: -3

[25] CC1CCCCN1C(=O)COc1ccccc1F (centres undefined)
  A: / | B: 6 | C: 0.1 | D: -4 | E: -1 | F: -3 | G: 1 | H: -7

[26] Cc1c(Cl)cccc1-n1c(SCC(=O)N2CCC(C(=O)O)CC2)nc2ccccc2c1=O
  A: -10 | B: 2 | C: 0.0 | D: 1 | E: -2 | F: 9 | G: -11 | H: 8
